# Screening data as filed in PubChem.
# BioA inh: M. tuberculosis BioA enzyme inhibitors, primary screen, biochemical, plate reader, single point, HTS. inhibition, % at 9.99 µM. 7,8-diaminopelargonic acid synthase BioA (Mycobacterium tuberculosis). AID 602481, 2012. purified M. tuberculosis BioA enzyme. 360,000 tested, 0.096% active; in the data active = inhibition above about 40%
# TcdB GH inh: TcdB glycohydrolase inhibitors, primary screen, biochemical, single point, plate reader; 350,000 tested, 0.24% active; inhibition, % at 9.99 µM; TcdB glycohydrolase enzymatic assay; Toxin B (Clostridioides difficile), P18177; in the data active = inhibition above about 10%
# Numbers without * were called inactive; & = joins results of further samples.
SMILES,BioA inh,TcdB GH inh
CC(=O)N(C)C[C@@H]1Oc2ncc(-c3ccccc3C)cc2C(=O)N([C@@H](C)CO)C[C@H]1C,-0.6,0.2
C[C@H]1CN([C@@H](C)CO)C(=O)Cc2cc(NC(=O)Cc3ccccc3)ccc2O[C@@H]1CN(C)S(=O)(=O)c1ccc(Cl)cc1,0.4,0.1
CC(C)NC(=O)Nc1ccc2c(c1)C(=O)N([C@H](C)CO)C[C@H](C)[C@H](CN(C)C(=O)Nc1ccc(C(F)(F)F)cc1)OCCCC[C@@H](C)O2,-0.3,0.0
NCC[C@@H]1CC[C@@H](NC(=O)C2CCCCC2)[C@H](CO)O1,-5.2,-0.6
CCC(=O)N(C)C[C@@H]1Oc2ncc(-c3ccc(C#N)cc3)cc2C(=O)N([C@H](C)CO)C[C@@H]1C,4.4,1.0
CC(C)NC(=O)N(C)C[C@@H]1Oc2ncc(C#CCN(C)C)cc2C(=O)N([C@H](C)CO)C[C@@H]1C,4.0,1.4
C[C@@H]1CCCCO[C@H](CN(C)C(=O)Nc2ccccc2)[C@@H](C)CN([C@H](C)CO)C(=O)c2cc(NS(=O)(=O)c3ccccc3)ccc2O1,-0.9,-0.4
O=C(C[C@H]1CC[C@H]2[C@@H](COC[C@@H](O)CN2S(=O)(=O)c2ccc(F)cc2)O1)NCC1CCCCC1,0.6,0.3
COc1ccc(S(=O)(=O)Nc2ccc3c(c2)C(=O)N([C@@H](C)CO)C[C@@H](C)[C@H](CN(C)C(=O)NC2CCCCC2)OCCCC[C@@H](C)O3)cc1,-0.2,-0.3
C[C@@H]1CN([C@@H](C)CO)C(=O)c2cc(NC(=O)c3ccncc3)ccc2O[C@@H]1CN(C)Cc1ccc2c(c1)OCO2,-1.6,0.3
C[C@@H]1CN([C@@H](C)CO)C(=O)c2cccc(NS(=O)(=O)c3ccc(F)cc3)c2O[C@@H]1CN(C)S(=O)(=O)c1ccccc1,-3.5,0.2
COc1ccc(S(=O)(=O)N(C)C[C@@H]2Oc3ccc(NC(=O)CCC(F)(F)F)cc3CC(=O)N([C@@H](C)CO)C[C@@H]2C)cc1,2.4,0.6
COc1ccc(C#Cc2ccc([C@H]3[C@@H](CO)N4CCCCN(S(=O)(=O)c5ccccc5)C[C@H]34)cc2)cc1,-1.8,-1.0
COc1ccc(NC(=O)Nc2cccc3c2O[C@@H](CN(C)C(=O)Nc2ccc4c(c2)OCO4)[C@@H](C)CN([C@H](C)CO)C3=O)cc1,-0.9,1.1
CN1C(=O)c2cc(NC(=O)c3ccc(F)cc3)ccc2OC[C@H]2O[C@H](CC(=O)NCC3CCCCC3)CC[C@H]21,-6.1,-11
CN1C(=O)c2cc(NS(=O)(=O)c3ccc(Cl)cc3)ccc2OC[C@H]2O[C@H](CC(=O)O)CC[C@@H]21,0.2,-2.0
COc1ccc(CN(C)C[C@@H]2Oc3ccc(NC(=O)CCN4CCOCC4)cc3C(=O)N([C@@H](C)CO)C[C@@H]2C)cc1,-2.6,-0.3
C[C@@H]1CN([C@H](C)CO)S(=O)(=O)c2ccc(C3=CCCCC3)cc2O[C@H]1CN(C)Cc1cccnc1,-0.8,1.2
O=C(NC1CCCC1)[C@H]1[C@H](CO)[C@H]2Cn3c(cccc3=O)[C@H]2N1C(=O)NC1CCCC1,-2.9,-5.7
C[C@H]1CN([C@@H](C)CO)S(=O)(=O)c2ccc(C#Cc3ccccn3)cc2O[C@H]1CN(C)C(=O)C1CC1,5.1,-0.2
CC(C)NC(=O)Nc1ccc2c(c1)C(=O)N([C@H](C)CO)C[C@H](C)[C@@H](CN(C)C(=O)Nc1ccc(C(F)(F)F)cc1)OCCCC[C@H](C)O2,-2.1,-0.3
O=C(C[C@H]1CC[C@@H](NC(=O)c2ccccc2)[C@H](CO)O1)NCCc1ccncc1,2.1,1.4
C[C@@H]1CN([C@@H](C)CO)C(=O)c2cccc(NC(=O)c3ccncc3)c2O[C@@H]1CN(C)S(=O)(=O)c1ccccc1,-1.0,0.2
Cc1ccc(S(=O)(=O)N(C)C[C@@H]2OCCCC[C@@H](C)Oc3ccc(NS(=O)(=O)c4ccccc4)cc3C(=O)N([C@@H](C)CO)C[C@@H]2C)cc1,-3.6,0.0
C[C@@H]1CCCCO[C@H](CN(C)C(=O)CCCN(C)C)[C@@H](C)CN([C@@H](C)CO)C(=O)c2cc(NC(=O)Nc3cccc4ccccc34)ccc2O1,3.1,3.0
C[C@H](CO)N1C[C@H](C)[C@@H](CN(C)C(=O)Nc2ccc3c(c2)OCO3)Oc2ccc(NC(=O)Cn3cnnn3)cc2CC1=O,-2.0,1.3
CC(C)CC#Cc1ccc2c(c1)O[C@@H](CN(C)C(=O)c1cccnc1)[C@@H](C)CN([C@@H](C)CO)S2(=O)=O,-0.6,1.1
C[C@@H]1CN([C@@H](C)CO)C(=O)c2cc(-c3cccnc3)cnc2O[C@H]1CN(C)C(=O)C1CCC1,-1.5,1.7
C/C=C/c1ccc2c(c1)O[C@H](CN(C)C(=O)c1ccncc1)[C@H](C)CN([C@@H](C)CO)S2(=O)=O,-1.3,2.0
COc1ccc([Si](C)(C)[C@H]2[C@H](CCO)O[C@@]3(C(=O)N(Cc4ccccc4)c4ccc(N5CCC5=O)cc43)[C@@H]2C)cc1,-0.9,0.2
O=C(NCc1ccccc1)[C@H]1[C@H](CO)[C@H]2Cn3c(cccc3=O)[C@@H]1N2C(=O)CC1CC1,-0.5,-0.2
O=C(C[C@@H]1C[C@H]2c3cc(NC(=O)NC4CCCC4)ccc3O[C@H]2[C@H](CO)O1)NCc1ccc(Oc2ccccc2)cc1,-0.5,-4.0
O=C(C[C@H]1CC[C@@H]2[C@H](COC[C@@H](O)CN2C(=O)c2cnccn2)O1)NCc1ccc(Cl)cc1,-0.5,0.4
CCCN(C)C[C@@H]1Oc2cc(C#CC3CCCC3)ccc2S(=O)(=O)N([C@H](C)CO)C[C@@H]1C,2.0,-1.3
O=C(C[C@H]1CC[C@@H]2[C@H](COC[C@@H](O)CN2C(=O)Nc2ccc3c(c2)OCO3)O1)N1CCN(c2ccccc2)CC1,0.8,-0.1
CC=Cc1ccc2n(c1=O)C[C@H]1[C@H](CO)[C@@H](C(=O)Nc3ccccc3)N(CC3CC3)[C@@H]21 (mixture of isomers),3.5,0.0
Cc1cccc(S(=O)(=O)N2CCCCN3[C@H](CO)[C@@H](c4ccc(-c5ccccc5)cc4)[C@@H]3C2)c1,-4.1,-0.8
C[C@@H]1CN([C@@H](C)CO)C(=O)Cc2cc(NC(=O)Cc3cn(C)c4ccccc34)ccc2O[C@@H]1CN(C)C(=O)Nc1ccccc1,1.3,-0.8
CN(C)CC(=O)Nc1ccc2c(c1)[C@@H]1C[C@H](CC(=O)NCc3ccccc3)O[C@@H](CO)[C@@H]1O2,3.7,-1.0
O=C(C[C@@H]1C[C@H]2c3cc(NC(=O)Nc4ccccc4)ccc3O[C@H]2[C@H](CO)O1)NCC1CC1,1.8,0.2
Cc1cccc(S(=O)(=O)N2CCCCN3[C@H](CO)[C@H](c4ccc(C#C[C@@H](C)O)cc4)[C@@H]3C2)c1,-4.2,-0.6
C[C@H](CO)N1C[C@H](C)[C@@H](CN(C)CC2CCCCC2)Oc2ccc(NC(=O)Nc3ccccc3)cc2CC1=O,1.7,0.1
Cc1cccc(S(=O)(=O)N2CC[C@@H]3[C@H]2c2cc(-c4cccc(C#N)c4)ccc2N(C)[C@H]3CO)c1,-0.5,0.5
CO[C@H]1CN(C)C(=O)c2ccc(NC(C)=O)cc2OC[C@@H](C)N(Cc2cc(F)ccc2F)C[C@H]1C,-0.6,-1.6
C[C@H]1CN([C@@H](C)CO)C(=O)CCCn2cc(nn2)CO[C@@H]1CN(C)S(=O)(=O)c1cn(C)cn1,3.1,-1.3&1.1
COc1ccc(NC(=O)N(C)C[C@H]2Oc3ccc(NC(=O)Nc4ccc(F)cc4)cc3CC(=O)N([C@H](C)CO)C[C@@H]2C)cc1,6.8,-0.4
C[C@@H]1CN([C@@H](C)CO)C(=O)Cc2cc(NS(=O)(=O)c3ccc(Cl)cc3)ccc2O[C@@H]1CN(C)C(=O)Nc1ccc(F)cc1,-0.3,1.1
COc1cccc(NC(=O)N(C)C[C@@H]2Oc3ncc(C#Cc4ccc(F)cc4)cc3C(=O)N([C@H](C)CO)C[C@@H]2C)c1,-2.9,0.7
N#C[C@@H]1[C@@H](c2ccccc2)[C@H](CO)N1S(=O)(=O)Cc1ccccc1,3.6,0.2
C[C@@H]1CN([C@H](C)CO)C(=O)c2cc(-c3ccc(C(=O)N(C)C)cc3)cnc2O[C@H]1CN(C)C,0.6,0.2
C[C@H](CO)N1C[C@H](C)[C@@H](CN(C)C(=O)C2CCCCC2)Oc2cc(-c3cccnc3)ccc2S1(=O)=O,-0.1,-0.4
CC(=O)Nc1ccc2c(c1)C(=O)N(C)[C@H]1CC[C@@H](CC(=O)NCc3ccc(F)cc3)O[C@@H]1CO2,5.6,-0.3
C[C@H]1CN([C@@H](C)CO)C(=O)Cc2cc(NC(=O)Nc3ccc(C(F)(F)F)cc3)ccc2O[C@H]1CN(C)C,2.4,-0.4
Cc1noc(C)c1NC(=O)Nc1ccc2c(c1)C(=O)N([C@@H](C)CO)C[C@@H](C)[C@H](CN(C)C(=O)Nc1ccc(F)cc1)OCCCC[C@H](C)O2,-2.4,-0.4
Cc1cc(C(=O)Nc2ccc3c(c2)C(=O)N(C)[C@@H]2CC[C@@H](CC(=O)NCc4ccc(-c5ccccc5)cc4)O[C@H]2CO3)no1,-1.6,-1.9
CNC(=O)C[C@H]1CC[C@H]2[C@@H](COc3ccc(NC(=O)Nc4ccc(C)cc4)cc3C(=O)N2C)O1,-1.8,-0.3
Cc1ccc(S(=O)(=O)N(C)C[C@@H]2Oc3ccc(NS(=O)(=O)c4ccccc4)cc3C(=O)N([C@H](C)CO)C[C@H]2C)cc1,0.2,-7.5
COCC(=O)N1C[C@@H](C)[C@@H](OC)CN(C)C(=O)c2ccc(NC(=O)c3cnccn3)cc2OC[C@H]1C,-0.9,-1.1&-0.2
CC(C)NC(=O)N[C@H]1CC[C@H](CCNS(=O)(=O)c2ccc(Cl)cc2)O[C@H]1CO,-0.4,0.5
COc1cccc(NC(=O)N2[C@H](CO)[C@H](c3ccccc3)[C@@H]2CNC(C)C)c1,1.0,-0.2
# Next part:
SMILES,BioA inh,TcdB GH inh
CCCNC(=O)Nc1ccc2c(c1)OC[C@H](C)N(Cc1ccc(-c3ccccn3)cc1)C[C@@H](C)[C@H](OC)CN(C)C2=O,1.3,-1.6
C[C@@H]1CN([C@@H](C)CO)C(=O)c2cccc(NC(=O)Nc3ccc(C(F)(F)F)cc3)c2O[C@H]1CN(C)S(=O)(=O)c1cccs1,1.5,0.5
O=C(Nc1ccc(F)cc1)N1C[C@@H]2[C@H](c3ccccc31)[C@@H](CO)N2Cc1ccccc1Cl,-4.8,-0.1
C[C@@H]1CN([C@@H](C)CO)C(=O)c2cc(NC(=O)Nc3ccccc3)ccc2O[C@@H]1CN(C)C(=O)NC1CCCCC1,-1.9,0.5
C[C@@H]1CN([C@H](C)CO)C(=O)c2cccc(NS(=O)(=O)c3ccccc3)c2O[C@@H]1CN(C)C,-1.8,-0.8
CC=Cc1ccc2n(c1=O)C[C@H]1[C@H](CO)[C@@H](C(=O)NCC3CC3)[C@@H]2N1C(=O)c1ccccc1 (mixture of isomers),-1.4,-0.2
COc1ccc(S(=O)(=O)N(C)C[C@H]2Oc3c(NS(=O)(=O)c4cn(C)cn4)cccc3C(=O)N([C@@H](C)CO)C[C@H]2C)cc1,0.8,0.0
COc1ccc(CN(C)C[C@@H]2Oc3ccc(NC(=O)C4CCCCC4)cc3CC(=O)N([C@H](C)CO)C[C@@H]2C)cc1,-0.2,-0.3
COc1ccc(S(=O)(=O)Nc2ccc3c(c2)C(=O)N([C@H](C)CO)C[C@@H](C)[C@H](CN(C)S(=O)(=O)c2c(C)noc2C)OCCCC[C@H](C)O3)cc1,-0.9,-1.2
CC(C)NC(=O)N[C@H]1C=C[C@H](CC(=O)NCCCN(C)C)O[C@@H]1CO,2.8,1.1
Cc1noc(C)c1NC(=O)N(C)C[C@H]1OCc2ccccc2-c2c(n(C)c3ccccc23)C(=O)N([C@@H](C)CO)C[C@@H]1C,-0.4,0.6
CO[C@H]1CN(C)C(=O)c2cc(NC(=O)Nc3ccc(F)cc3)ccc2OC[C@@H](C)NC[C@H]1C,1.4,-6.5

# Exported as tab-separated lines: 10 of the compounds above
compound	BioA inh	TcdB GH inh
O=C(Nc1ccc(F)cc1)N1C[C@@H]2[C@H](c3ccccc31)[C@@H](CO)N2Cc1ccccc1Cl	-4.8	-0.1
C[C@@H]1CN([C@@H](C)CO)C(=O)c2cc(NC(=O)Nc3ccccc3)ccc2O[C@@H]1CN(C)C(=O)NC1CCCCC1	-1.9	0.5
C[C@@H]1CN([C@H](C)CO)C(=O)c2cccc(NS(=O)(=O)c3ccccc3)c2O[C@@H]1CN(C)C	-1.8	-0.8
CC=Cc1ccc2n(c1=O)C[C@H]1[C@H](CO)[C@@H](C(=O)NCC3CC3)[C@@H]2N1C(=O)c1ccccc1 (mixture of isomers)	-1.4	-0.2
COc1ccc(S(=O)(=O)N(C)C[C@H]2Oc3c(NS(=O)(=O)c4cn(C)cn4)cccc3C(=O)N([C@@H](C)CO)C[C@H]2C)cc1	0.8	0.0
COc1ccc(CN(C)C[C@@H]2Oc3ccc(NC(=O)C4CCCCC4)cc3CC(=O)N([C@H](C)CO)C[C@@H]2C)cc1	-0.2	-0.3
COc1ccc(S(=O)(=O)Nc2ccc3c(c2)C(=O)N([C@H](C)CO)C[C@@H](C)[C@H](CN(C)S(=O)(=O)c2c(C)noc2C)OCCCC[C@H](C)O3)cc1	-0.9	-1.2
CC(C)NC(=O)N[C@H]1C=C[C@H](CC(=O)NCCCN(C)C)O[C@@H]1CO	2.8	1.1
Cc1noc(C)c1NC(=O)N(C)C[C@H]1OCc2ccccc2-c2c(n(C)c3ccccc23)C(=O)N([C@@H](C)CO)C[C@@H]1C	-0.4	0.6
CO[C@H]1CN(C)C(=O)c2cc(NC(=O)Nc3ccc(F)cc3)ccc2OC[C@@H](C)NC[C@H]1C	1.4	-6.5

# Only part of the results is shown; the hit share may differ from the screen's.
